# Assay outcomes: PubChem BioAssay, several laboratories
# NR2E3 ag-1 – agonists of human nuclear receptor NR2E3 | inhibition of corepressor binding, % at 4.78 µM | Q9Y5X4 | 320,000 tested, 0.12% active | GST-NR2E3/biotin-RetCOR TR-FRET, 1536-well | AID 2300;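 active means percent inhibition above the cutoff of mean plus 3 SD of all tested compounds, set per screening campaign, cut at about 20% in these data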;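 further: 0% = DMSO wells and 100% = biotin wells as full block of FRET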
# Target sequence (Q9Y5X4 whole entry, looked up): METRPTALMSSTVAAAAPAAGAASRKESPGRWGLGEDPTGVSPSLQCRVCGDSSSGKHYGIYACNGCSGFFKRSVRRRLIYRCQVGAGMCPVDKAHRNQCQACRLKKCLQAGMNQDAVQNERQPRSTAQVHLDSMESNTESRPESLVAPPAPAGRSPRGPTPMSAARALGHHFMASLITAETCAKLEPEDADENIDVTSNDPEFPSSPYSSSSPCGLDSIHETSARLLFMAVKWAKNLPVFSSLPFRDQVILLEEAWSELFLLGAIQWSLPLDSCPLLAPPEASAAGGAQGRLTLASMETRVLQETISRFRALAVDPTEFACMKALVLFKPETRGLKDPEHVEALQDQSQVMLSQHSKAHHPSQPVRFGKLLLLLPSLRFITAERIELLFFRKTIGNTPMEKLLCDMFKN
#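 System: GST-tagged NR2E3 plus biotinylated RetCOR corepressor; Buffer or medium: pH 7.5 Tris-based buffer; Probe or stimulus: RetCOR corepressor, biotinylated, 7 nM; Doses: compound at 4.8 µM, single dose; Schedule: 5 h incubation at 4 °C; Technique: time-resolved FRET; Evaluation: percent inhibition of TR-FRET ratio; Replication: one well per compound, singlicate testing.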
# Vif imaging – inhibitors of HIV Vif; inhibition, % at 7.49 µM; HEK293T cells, Vif self-association by quenched fluorescence, imaging, 24 h; 340,000 tested, 0.35% active; AID 602346; in the data active means inhibition above about 50%, passing the limit was not always enough; further: some results filed as inactive read as strong as hits
# CaV13 ICDI inh – Disruptors of the CACNA1D IQ motif to Ca2+-dependent inactivation inhibitor domain association, primary screening, Förster resonance energy transfer in intact living … | inhibition, % at 12.3 µM | HEK cells, CFP/YFP FRET ICDI-IQ, plate reader, 10 min; percent FRET-ratio fall versus neutral wells | AID 743397 | 340,000 tested, 0.098% active;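 active means mean replicate inhibition of at least 30% and at least 1% of replicates passing that level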;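 further: 0% = median of the neutral control wells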
# Peg3 promoter – inhibitors of Peg3 promoter; HeLa PEG-Prom luciferase reporter, luminescence, overnight; inhibition, % at 20 µM; 360,000 tested, 1.7% active; AID 588405;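 active means inhibition of at least 50% at 20 µM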
# PDI inh – inhibitors of human protein disulfide isomerase; P07237; PDI insulin aggregation turbidity, A650, 90 min; inhibition, % at 10 µM; 350,000 tested, 0.052% active; AID 588391;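 active means mean inhibition across replicates of 30% or more, whatever share of single replicates reach that level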;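 further: absorbance from insulin aggregation driven by PDI reduction with DTT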
# Target sequence (P07237 whole entry, looked up): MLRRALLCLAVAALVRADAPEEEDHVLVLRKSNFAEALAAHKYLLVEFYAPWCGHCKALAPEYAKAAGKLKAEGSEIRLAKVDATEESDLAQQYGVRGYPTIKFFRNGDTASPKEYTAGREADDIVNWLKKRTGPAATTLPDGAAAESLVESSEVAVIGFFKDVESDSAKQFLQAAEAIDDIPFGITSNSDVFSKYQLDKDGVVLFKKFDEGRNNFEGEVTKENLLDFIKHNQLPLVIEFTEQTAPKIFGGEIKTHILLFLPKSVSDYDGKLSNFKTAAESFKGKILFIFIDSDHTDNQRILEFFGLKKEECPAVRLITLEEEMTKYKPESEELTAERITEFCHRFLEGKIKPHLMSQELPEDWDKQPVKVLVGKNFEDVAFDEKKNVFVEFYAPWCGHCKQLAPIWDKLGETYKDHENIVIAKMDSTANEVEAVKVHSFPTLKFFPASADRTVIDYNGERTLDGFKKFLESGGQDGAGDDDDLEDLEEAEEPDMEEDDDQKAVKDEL
# Granule exo inh – blocks lytic granule exocytosis. inhibition, % at 10 µM. AID 651702. 360,000 tested, 0.66% active. TALL-104 LAMP-1 surface exposure, flow cytometry; cells stimulated with thapsigargin and PMA;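 active means inhibition above about 55%, limit read from the data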
# aDG glyco act – alpha-DG glycosylation activation; Pro5-aDG cells, alpha-DG glycosylation AlphaScreen (IIH6); 0% Pro5, 100% B10-LARGE cell signal; activation, % at 10 µM; 360,000 tested, 0.22% active; AID 624168;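 active means activation of at least 8% versus controls, or a plate z-score of at least 8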;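 further: Pro5 are CHO cells carrying HIG-tagged alpha-DG that lacks glycosylation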
# hiPSC survival – increases survival of single human iPS cells | hiPSC single-cell survival, ATPlite luminescence; 100% = ROCK inhibitor wells, 0% = DMSO | survival enhancement, % at 20 µM | 360,000 tested, 0.044% active | AID 602274; in the data active means survival enhancement above about 18%;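 further: cells exposed to compounds for 16 hours before the ATP read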
# NR2E3 ag-2 – human photoreceptor-specific nuclear receptor agonism; 360,000 tested, 0.35% active; CHO-S Gal4-NCOR/VP16-NR2E3 two-hybrid, luciferase; AID 602229; inhibition of corepressor binding, % at 3.98 µM;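 active means inhibition above the mean of all tested compounds plus 3 SD, cut at about 70% in these data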;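 further: 0% = DMSO with NR2E3 transfected cells and 100% = cells lacking NR2E3 construct; higher means lower luciferase signal from less NR2E3 corepressor binding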
# HIF-2a block – blocks HIF-2a reporter activity; 786-0 RCC cells HIF-2a reporter, luciferase luminescence, overnight; inhibition, % at 18.8 µM; 360,000 tested, 0.72% active;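 active means inhibition of the luminescence signal of 40% or more relative to plate controls, in a single-dose primary screen at 18.75 µM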
# TRPM1 prom inh – reduces MITF-dependent TRPM1 promoter luciferase signal | SK-MEL-5 TRPM1 promoter luciferase, 24 h | inhibition, % at 12.5 µM | 330,000 tested, 0.83% active;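 active means mean inhibition across replicates of 60% or more, whatever share of single replicates reaches that level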; further: values of inactives mirror those of a sister screen read the other way
# * = called active by the depositor; nt = not tested or not shown. An unsorted share of the library, and some 3.5% of all compounds hit somewhere here.
# Each structure is followed by: Vif imaging, HIF-2a block, PDI inh, Peg3 promoter, NR2E3 ag-1, hiPSC survival, aDG glyco act, Granule exo inh, CaV13 ICDI inh, NR2E3 ag-2, TRPM1 prom inh
CCN(CC)CCOc1ccc(-c2c(C)c3c(ccc4ccccc43)oc2=O)cc1
    -11, -20, -1, -4, nt, 0.9, 0.0, 3, -3, -1, nt
Cc1ccc(S(=O)(=O)N(Cc2cc3ccc(C)cc3[nH]c2=O)c2ccccc2)cc1
    -6, -213, -5, -71, 1, 1.7, -0.2, 1, -1, -28, -19
CSc1ccccc1OCc1cc(C(=O)N2CCc3sccc3C2)no1
    1, -64, -1, -50, -2, 0.2, 0.4, -7, -7, -39, -7
CCC1=NN(C(=O)C(=O)Nc2ccc(OC)cc2)C(O)(C(F)(F)F)C1 (configuration not stated)
    1, 9, 8, 1, 2, -2.2, 1.6, -2, -7, -1, -4
CC(C)CC(=O)Nc1ccc(C(=O)CN2CCN(c3ccc(O)cc3)CC2)cc1
    2, 2, 2, 14, 2, -0.3, 0.0, -6, -2, -27, -5
CCC(C)(C)NC(=O)C(c1ccccc1Cl)N(Cc1cccnc1)C(=O)CCC(=O)Nc1cc(C)on1 (configuration not stated)
    -7, 10, -7, 7, 2, -0.4, -0.1, -2, -2, 2, 6
CCc1c(C(=O)NN2C(=O)C3CCCCC3C2=O)csc1C (configuration not stated)
    -10, -3, -3, -2, 0, 1.9, -0.1, -6, nt, 0, -20
CN1/C(=C\C(=O)C[n+]2cccc(Br)c2)C(C)(C)c2ccccc21
    -9, 7, 1, 17, -2, -0.7, 0.0, 2, -2, -5, 16
CC(C)C1CC2=C(C(=O)OC(C)(C)O2)C(c2ccc(Cl)cc2)O1 (configuration not stated)
    nt, 20, nt, 14, nt, 4.7, -0.1, -6, -2, -3, nt
CCc1cc2c(N3CCN(C(=O)c4ccco4)CC3)ncnc2s1
    -6, 18, 4, 16, -3, 0.6, 1.1, -7, 5, 5, -5

# Carrying on:
# Each structure is followed by: Vif imaging, HIF-2a block, PDI inh, Peg3 promoter, NR2E3 ag-1, hiPSC survival, aDG glyco act, Granule exo inh, CaV13 ICDI inh, NR2E3 ag-2, TRPM1 prom inh
O=c1c2ccc([N+](=O)[O-])cc2ncn1Cc1ccccc1C(F)(F)F
    1, 10, -5, 12, 0, -0.7, 0.6, -1, -6, -35, 8
O=C(CSC(=S)N1CCSCC1)c1ccccc1
    -2, -218, -3, -236, nt, -1.5, 1.9, 22, -4, -108, -51
COc1cc(/C=C/C2=NNC(=O)CC2)cc(OC)c1OC
    0, 14, 10, 61*, -2, 0.4, -0.1, 22, -4, -1, 47
CCN(CC)CCCn1c(C)cc2c(c1=O)C(c1cc(OC)c(OC)cc1OC)C(C#N)=C(N)O2 (configuration not stated)
    6, 6, 8, 11, 1, -0.2, 0.1, -2, nt, -34, -16
C#CNC(=O)C1(CC=C)CCNCC1
    7, -14, -11, -5, -3, -0.5, 0.2, -4, -10, 11, -17
NC(=O)N/N=C/c1cn(-c2ccccc2)nc1-c1ccccc1
    -2, -212, -6, -185, 0, 1.3, -0.1, -10, -10, -60, -44
CCc1nc2sc3c(c2c(=O)n1N)CCC3
    -2, 5, -4, 12, 0, -1.8, -0.3, 6, -4, -9, -7
Cc1ccccc1C(=O)Nc1ccccc1NC(=O)c1ccccc1Br
    0, 9, 7, 12, -2, 1.0, 0.1, 8, -12, 12, -1
CC(C)(C)N(NC(=O)OCc1ccccc1)C(=O)c1ccccc1
    -3, 10, -20, 15, 0, 0.1, 0.1, -8, -3, 10, -3
O=C(NCCc1cnc[nH]1)c1ccc(-c2ccccc2)cc1
    1, -118, -2, -134, -1, 0.1, -0.1, -3, -4, -5, -14

# Remaining list, next part.
# Each structure is followed by: Vif imaging, HIF-2a block, PDI inh, Peg3 promoter, NR2E3 ag-1, hiPSC survival, aDG glyco act, Granule exo inh, CaV13 ICDI inh, NR2E3 ag-2, TRPM1 prom inh
COc1cc(NC(=S)N2CCN(C(=O)c3ccco3)CC2)c(OC)cc1Cl
    5, 3, 2, 17, 1, 0.2, 0.1, -8, -6, -6, 5
COCCCn1c(C(=O)Nc2ccc3c(c2)OCO3)cc2c(=O)n3ccccc3nc21
    8, 2, -9, 19, -3, -0.3, 0.0, 3, -17, -16, -15
CCOC(=O)COn1c(=O)c(-c2cccs2)[n+]([O-])c2ccccc21
    8, -49, 4, -29, 2, 1.7, -0.1, 2, -1, -24, -12
CCCn1cnc2c(SCc3ccc(Cl)cc3)nc(N)nc21
    9, -156, 2, -40, nt, 0.2, 0.8, -4, -7, -53, -31
COc1cc(C(C)=O)ccc1OCC(=O)Nc1ccc2nc(C)sc2c1
    -4, -11, -2, -4, 2, 1.7, 0.1, -2, -5, 11, -6
Cc1ccccc1C(=O)NCCCc1ccccc1
    7, -153, -1, -123, -1, -1.8, 0.0, -5, -3, -36, -19
O=C(Cc1c[nH]c2ccccc12)Nc1nc2ccccc2[nH]1
    -2, -273, 7, -150, 1, 2.8, -0.1, -1, -8, -51, 2
N#Cc1sc2nc3c(c(-c4ccco4)c2c1N)CCCC3
    nt, 3, -4, 13, 1, 4.1, 0.1, 5, nt, -10, -1
C[C@H](NC(=O)NC1CCCc2ccccc21)C(=O)O (some centres not stated)
    2, 0, -8, 6, 5, 8.3, -0.2, -3, nt, 5, 23
COc1cccc(N2CCC(N3CCN(C)C(CCO)C3)CC2)c1 (configuration not stated)
    42, -1, 13, 5, 2, -0.3, -0.1, 4, -5, -5, 1

# (cont.)
# Each structure is followed by: Vif imaging, HIF-2a block, PDI inh, Peg3 promoter, NR2E3 ag-1, hiPSC survival, aDG glyco act, Granule exo inh, CaV13 ICDI inh, NR2E3 ag-2, TRPM1 prom inh
O=c1c(C(c2nnnn2C2CCCCC2)N2CCCCC2)coc2ccc(Cl)cc12 (configuration not stated)
    2, 12, -11, 31, 0, -1.3, 0.0, -7, -5, -8, 1
NC(=O)C1(C(N)=O)OC1c1ccc(Cl)c(Cl)c1 (configuration not stated)
    0, 5, -11, 1, 4, 0.5, -0.1, 4, -15, -37, -6
CC(C)(C)c1cn(-c2ccc(F)cc2)c(=S)[nH]1
    -4, 1, 7, -15, 1, 2.4, 0.1, 0, -4, -4, 0
COc1ccc(N(C)C(=O)c2sc(Cl)nc2C)cc1
    1, 15, -5, 19, -2, -0.1, -0.2, 20, 0, 4, -4
CC(C)(C)NC(=O)C(c1ccc(O)cc1)N(Cc1ccccc1)C(=O)CCC(=O)Nc1nccs1 (configuration not stated)
    9, 12, -5, 22, -4, 0.9, 0.0, 6, -4, 0, 5
COc1ccc(C(=O)N(CC2CCCO2)C(C(=O)NCCC(C)C)c2ccc(C)cc2)cc1OC (configuration not stated)
    -5, 12, -2, 7, -4, 0.5, 0.0, 0, -5, -21, 11
Cc1cccc(/C=C\c2nc3ccccc3c(=O)[nH]2)c1
    1, -162, -10, -149, -3, -4.3, -0.1, 1, -3, -85, -34
O=C(O)c1cccc(-n2cccc2/C=C2/NC(=O)N(c3cccc(Cl)c3)C2=O)c1
    -10, 5, -1, -1, -1, 0.1, 0.0, 0, -5, -22, 9
CCCn1c(NCc2cc(C)ccc2O)nc2ccccc21
    0, -31, -3, -9, 2, -2.5, 0.9, -1, -5, -9, -1
CC(C)NC(=O)c1ccc(-n2nc(C(F)(F)F)c3c2CCCC3)cc1
    -1, 19, -2, 13, 5, -0.1, 0.4, -2, -5, -2, -14

# (listing goes on)
# Each structure is followed by: Vif imaging, HIF-2a block, PDI inh, Peg3 promoter, NR2E3 ag-1, hiPSC survival, aDG glyco act, Granule exo inh, CaV13 ICDI inh, NR2E3 ag-2, TRPM1 prom inh
Cc1ccc(S(=O)(=O)N2CCN(C(=O)CSc3nnc(C)s3)C2)cc1
    -3, 3, nt, -1, 1, -1.4, -0.1, -2, -2, -18, -2
CCCCC(CC)CNCc1cccn1CCN1CCOCC1 (configuration not stated)
    22, 1, 15, 4, 6, -0.4, 0.1, 20, -5, 2, 1
Cc1ccc(CNC(=O)C23CN(Cc4ccccc4)CC2C(c2ccc([N+](=O)[O-])cc2)=NO3)cc1 (configuration not stated)
    -10, 8, 17, -1, 2, -0.9, -0.1, -6, -11, -6, -7
Clc1ccc(OCc2nnc(SCc3nnc(-c4ccccc4)o3)o2)c(Cl)c1
    -11, 10, 10, 5, 1, -3.3, 0.1, 4, -6, -43, -18
COC(=O)c1c(-c2ccc(OC)cc2)sc2ccc(N3CCOCC3)cc12
    12, -176, -3, -182, nt, -0.5, 0.3, -4, -5, -78, -72
COC(=O)c1ccccc1NC(=O)C1CCN(C(=O)c2cc(OC)c(OC)c(OC)c2)CC1
    11, 10, 10, 14, -3, -2.1, -0.1, -7, nt, -3, 6
CCOC(=O)c1cccc(OS(=O)(=O)Cc2ccccc2)c1
    8, -64, -1, -66, 2, -0.2, 0.0, -5, -15, -36, nt
CCOC(=O)c1c(NC(=O)CSc2nccn2C)sc(C(=O)NC)c1C
    3, 4, 2, -4, 1, 0.1, 0.1, -5, -2, -13, -6
O=C(Nc1cccnc1)C1Cc2c(-c3ccccc3Oc3ccccc3)ccnc2O1 (configuration not stated)
    -4, 21, -9, -9, nt, -0.4, 0.5, 0, -6, 19, nt
Cn1c(=O)n(C)c2cc([N+](=O)[O-])c(N3CCN(C(=O)c4ccccc4)CC3)cc21
    6, 24, -2, 17, 1, -2.6, 0.5, 5, -10, -8, 18
Cc1ccccc1NC(=O)Nc1c(C)n(C)n(-c2ccccc2)c1=O
    7, 14, 9, 21, -3, 0.0, -0.2, 0, nt, 15, 2
O=C(c1cccc(F)c1)N1CCN(CC2CC3C=CC2C3)CC1 (configuration not stated)
    1, 10, 2, 7, 2, 0.4, 0.1, 0, -1, -8, 0

# Among those listed so far, 8 contain a thiophene ring, fused or not:
# Each structure is followed by: Vif imaging, HIF-2a block, PDI inh, Peg3 promoter, NR2E3 ag-1, hiPSC survival, aDG glyco act, Granule exo inh, CaV13 ICDI inh, NR2E3 ag-2, TRPM1 prom inh
CSc1ccccc1OCc1cc(C(=O)N2CCc3sccc3C2)no1
    1, -64, -1, -50, -2, 0.2, 0.4, -7, -7, -39, -7
CCc1c(C(=O)NN2C(=O)C3CCCCC3C2=O)csc1C (configuration not stated)
    -10, -3, -3, -2, 0, 1.9, -0.1, -6, nt, 0, -20
CCc1cc2c(N3CCN(C(=O)c4ccco4)CC3)ncnc2s1
    -6, 18, 4, 16, -3, 0.6, 1.1, -7, 5, 5, -5
CCc1nc2sc3c(c2c(=O)n1N)CCC3
    -2, 5, -4, 12, 0, -1.8, -0.3, 6, -4, -9, -7
CCOC(=O)COn1c(=O)c(-c2cccs2)[n+]([O-])c2ccccc21
    8, -49, 4, -29, 2, 1.7, -0.1, 2, -1, -24, -12
N#Cc1sc2nc3c(c(-c4ccco4)c2c1N)CCCC3
    nt, 3, -4, 13, 1, 4.1, 0.1, 5, nt, -10, -1
COC(=O)c1c(-c2ccc(OC)cc2)sc2ccc(N3CCOCC3)cc12
    12, -176, -3, -182, nt, -0.5, 0.3, -4, -5, -78, -72
CCOC(=O)c1c(NC(=O)CSc2nccn2C)sc(C(=O)NC)c1C
    3, 4, 2, -4, 1, 0.1, 0.1, -5, -2, -13, -6
